# PTHR1 agonist: qHTS for PTHR1 Agonists: Primary Screen | Parathyroid hormone/parathyroid hormone-related peptide receptor (Homo sapiens), Q03431 | HEK293 GP2 PTHR1 cells, GloSensor cAMP luminescence, 1 h | Potency, µM (series often up to 115 µM), inactives show at the highest dose activation, most hits filed as activators | 410,000 compounds, 0.075% hits | AID 743266, 2014; note: potency is the fitted concentration of half-maximal effect; nearly all actives have a fitted effect of over 55% in size; some results filed as inactive show a strong effect at the top dose; inactives centre near -15; many of its hits are not listed in these tables
#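 HEK-293-derived GP2 cells expressing PTHR1 and a GloSensor cAMP reporter, 3,000/well, plated overnight, given luciferin plus IBMX (each 0.5 mM as added) for 1 h at 37 °C, then compound for 1 h at 37 °C. Luminescence was read after 15 min at room temperature.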
# aSyn yeast inh: qHTS of alpha-syn Inhibitors; Yeast expressing alpha-synuclein, growth rescue, BacTiter-Glo, 24 h; Potency, µM (doses to about 46.1 µM), for the others: top-dose growth rescue (activation), actives largely listed as activators; 370,000 compounds, 0.14% hits; note: potency is the fitted concentration of half-maximal effect; % of control where 0% means no effect; nearly all actives have a fitted effect of over 65% in size
#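 Readout is rescue of growth in alpha-synuclein-expressing yeast, so inhibitors of toxicity appear as activators. Growth after 24 hr at 30 deg C in galactose medium is quantified by luminescence.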
# GLP-1R inv ag: qHTS of GLP-1 Receptor Inverse Agonists (Inhibition Mode). Glucagon-like peptide 1 receptor (Homo sapiens), P43220. Potency, µM (top dose mostly 38.3 µM), for the others: at the highest dose activity change, negative = inhibition, hits mostly inhibitors. HEK293 GLP-1R CRE-luciferase, luminescence, 24 h; GLP-1R form is constitutively active. AID 624417, 2012. 410,000 compounds, 1.6% hits; note: potency is the fitted concentration of half-maximal effect; % is set by controls: 0 for no effect and ±100 for the full control effect; nearly all actives have a fitted effect of over 55% in size
# Target sequence (P43220 whole entry, looked up): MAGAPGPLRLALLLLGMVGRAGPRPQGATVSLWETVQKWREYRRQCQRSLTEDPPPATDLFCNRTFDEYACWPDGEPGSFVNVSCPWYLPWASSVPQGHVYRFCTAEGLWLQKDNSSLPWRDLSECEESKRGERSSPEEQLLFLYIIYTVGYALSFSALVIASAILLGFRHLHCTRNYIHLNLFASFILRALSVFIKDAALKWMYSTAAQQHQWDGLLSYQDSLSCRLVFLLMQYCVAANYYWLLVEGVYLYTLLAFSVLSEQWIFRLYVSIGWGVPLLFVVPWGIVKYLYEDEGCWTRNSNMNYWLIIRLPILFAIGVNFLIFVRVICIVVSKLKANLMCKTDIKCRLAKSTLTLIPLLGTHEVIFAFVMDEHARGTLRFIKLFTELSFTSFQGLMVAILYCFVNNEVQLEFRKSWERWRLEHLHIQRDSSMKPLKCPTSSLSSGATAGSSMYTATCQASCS
#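 Readout was luciferase luminescence, measured 12 min after detection reagent at room temperature. Beforehand, GLP-1R reporter HEK293 cells had sat 12 h, then received compounds for 24 hr at 37 deg C.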
# Abeta rescue: qHTS for compounds that reverse cellular toxicity of Amyloid beta (A-beta) peptide in yeast: Primary Screen. yeast expressing A-beta42, growth rescue, OD600, 48 h; response scale: 0% DMSO, 100% iron-clioquinol control. Potency, µM (doses to about 46.1 µM), without a hit: top-dose growth rescue, usual class: activators. 410,000 compounds, 0.063% hits; note: potency is the fitted concentration of half-maximal effect; nearly all actives have a fitted effect of over 55% in size
#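 Yeast A-beta toxicity model in growth medium with pinned compounds, 48 h at 30 C; growth read as absorbance at 600 nm. Normalized to FeCl3/clioquinol equimolar mix (positive) and DMSO (negative).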
# TDP43 rescue: qHTS of TDP-43 Inhibitors. Potency, µM (highest dose often 46.1 µM), for inactives: at the top dose growth rescue (activation), actives largely listed as activators. AID 652104, 2013. TDP-43 expressing yeast growth rescue, BacTiter-Glo, 24 h. 410,000 compounds, 1.8% hits; note: potency is the fitted concentration of half-maximal effect; % of control where 0% means no effect; nearly all actives have a fitted effect of over 50% in size
#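 Growth rescue of TDP-43-toxic yeast measured as ATP luminescence (BacTiter-Glo). Cells grown to mid-log in raffinose, induced in galactose at OD600=0.02, exposed to compound 24 hr at 30 deg C.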
# pAkt inh: HTS Assay for Inhibitors of Akt Phophorylation: Primary Screen; 360,000 compounds, 0.32% hits; Neuro2A IGF-stimulated pAkt S473 HTRF, 20 min; hits give low values; activity change, % for hits at 50 µM; in the data active = activity change below about -80%; inconclusive = mostly about -51% to -80%; note: % is set by controls: 0 for no effect and ±100 for the full control effect
#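 Neuro2A cells (4,500/well, DMEM with 0.5% FBS) were treated with compound at a single 50 µM final concentration, stimulated with 6 nM IGF for 20 min at 37 °C, and lysed. Phospho-Akt Ser473 was read by HTRF as 665/615 ratio ×10^4.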
# DRD3 antagonist: qHTS of D3 Dopamine Receptor Antagonist: qHTS. max response, negative = inhibition, %. D(3) dopamine receptor (Homo sapiens), P35462. AID 652054, 2013. D3R cells, DiscoveRx beta-arrestin luminescence, antagonist mode; hits give low values. 360,000 compounds, 2.5% hits; in the data active = max response below about -50%; inconclusive = no clear call, values can overlap the other calls; note: % is set by controls: 0 for no effect and ±100 for the full control effect; mostly tested at two doses, the higher about 12 µM
# Target sequence (P35462 whole entry, looked up): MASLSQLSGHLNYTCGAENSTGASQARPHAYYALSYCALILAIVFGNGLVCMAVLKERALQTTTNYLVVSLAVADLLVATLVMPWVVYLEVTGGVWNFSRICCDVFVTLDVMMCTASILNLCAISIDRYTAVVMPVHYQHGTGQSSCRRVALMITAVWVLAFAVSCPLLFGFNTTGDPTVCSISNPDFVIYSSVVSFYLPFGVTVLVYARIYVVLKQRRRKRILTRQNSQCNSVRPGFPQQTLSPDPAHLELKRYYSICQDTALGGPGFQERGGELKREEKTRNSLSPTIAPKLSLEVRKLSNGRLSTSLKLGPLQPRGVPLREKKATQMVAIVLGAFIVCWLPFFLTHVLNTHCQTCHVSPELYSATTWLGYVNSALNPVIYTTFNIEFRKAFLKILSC
#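 Cells expressing the human receptor were seeded at 1500 cells/well, incubated overnight at 37 degrees C in 5% CO2, then exposed to library compounds with dopamine controls for 90 minutes at 37 degrees C before luminescent detection.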
# FUS yeast rescue: qHTS for Suppressors of FUS Proteinopathy: Primary screen using FUS-linked yeast assay; S. cerevisiae FUS-expressing, growth rescue, OD600, 24 h; Potency, µM (series often up to 76.6 µM), for the others: at the highest dose growth rescue (activation), usual class: activators; 390,000 compounds, 0.24% hits;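 note: potency is the fitted concentration of half-maximal effect; plate controls were DMSO vehicle for no effect and reference control for full effect; nearly all actives have a fitted effect of over 55% in size; some results filed as inactive show a strong effect at the top dose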
#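 Absorbance at 600 nm, taken 24hr after compound addition, measured rescue of FUS-yeast growth at 30C. Induction used 2% galactose with seeding at OD 0.005. Controls: CP55940 from 92uM final, DMSO only.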
# GLP-1R agonist: qHTS of GLP-1 Receptor Agonists; Glucagon-like peptide 1 receptor (Homo sapiens), P43220; HEK293 GLP-1R CRE-luciferase, luminescence, 4-6 h; cells express a hypersensitive GLP-1R form; Potency, µM (highest dose often 45.6 µM), inactives show at the top dose activation, most hits filed as activators; 380,000 compounds, 0.007% hits; note: potency is the fitted concentration of half-maximal effect; % of control where 0% means no effect
# An asterisk follows results filed as active; i = inactive; ? = inconclusive; . = no result given; & = joins results of further samples; [ ] = remark or other dose. Unless noted, calls come from the whole dose curve; as a rule, active = well fitted curve in the direction sought with a large enough effect; inconclusive = small, poorly fitted or top-dose-only effect, or another doubt; inactive = no such curve, though single readings can be large; an effect the other way counts as inactive or inconclusive.
molecule	PTHR1 agonist	aSyn yeast inh	GLP-1R inv ag	Abeta rescue	TDP43 rescue	pAkt inh	DRD3 antagonist	FUS yeast rescue	GLP-1R agonist
CCN(CC)CCNC(=O)c1ccc2c(c1)NC(=O)C(CS(=O)(=O)Cc1cccc(Br)c1)N2 (configuration not stated)	?	.	-1%	-28%	-12%	.	.	?	.
Cc1ccc(NC(=O)Cn2cc(C(F)(F)F)cc(Cl)c2=O)cc1Cl	-14%	3%	-8%[7.66 µM]	3%	17%[9.22 µM]	i	4	8%	2%
Cc1ccc(C(=O)Nc2cccc(C(=O)O)c2)cc1S(=O)(=O)N1CCCCC1	i	0%	?	-6%	0%	i	55	5%	-29%
Cn1c(CC(=O)Nc2ccccc2)nnc1SCC(=O)Nc1ccc(N2CCOCC2)cc1	-3%	-2%	73%[activator]	-6%	-17%	i	-22	25%	6%
CCOC(=O)c1c(C)oc2c(F)c(F)c(F)c(F)c2c1=O	-48%[inhibitor][57.5 µM]	1%	?	-15%	5%	i	26	-14%	-16%
CCOc1ccc(C2c3[nH]c4ccccc4c3CCN2Cc2cccn2-c2ncccn2)cc1 (configuration not stated)	-19%	9%	?	15%	-4%	i	-16	31%	1%
CC(=O)Nc1cccc(S(C)(=O)=O)c1	i	-5%	2%	6%	-19%	i	0	19%	0%
Cc1ncc([N+](=O)[O-])n1CC(=O)NC1CCCCCC1	i	-4%	4%	-6%	14%	i	6	-5%	-1%
COC(=O)C1CCN(C(=O)COC(=O)C2CCN(S(=O)(=O)c3c(Cl)cccc3Cl)CC2)CC1	-35%[inhibitor]	8%	-15%	4%	24%	i	6	18%	-2%
CCN(C(=O)CSc1nc2cc(C(=O)O)ccc2c(=O)n1Cc1ccccc1)c1ccccc1	-10%	10%	?	16%	-3%	i	-8	?	1%
O=C(CN1C(=O)C(=O)N(Cc2ccco2)C1=O)Nc1ccccc1	-22%	11%	-1%	8%	0%	i	-3	21%	-3%
COc1ccccc1CNC(=O)C1CCC(CNc2c(N3CCC(C)CC3)c(=O)c2=O)CC1 (configuration not stated)	i	-1%	13%	5%	17%	i	28	8%	-1%
CCOC(=O)NC(=O)COC(=O)CNC(=O)c1ccc(OCC)c(OCC)c1	-4%	-1%	0%	-7%	16%[9.22 µM]	i	5	5%	7%
Cc1ccc(S(=O)(=O)N2CC[C@H]3[C@@H](C2)C(=O)C[C@@H](c2ccccc2)N3S(=O)(=O)c2ccc(C)cc2)cc1	-21%	-7%	?	-11%	-7%	i	-19	?	-4%
Cc1ccc(N(CC(=O)N2CCCC2)S(C)(=O)=O)c(C)c1	i	2%	25%	1%	-14%[1.82 µM]	i	9	16%	14%
O=c1oc2ccccc2cc1-c1nc(-c2cccc(Cl)c2)cs1	i	.	-10%	-9%	13%	.	.	-26%	.
C=CCN1C(=O)S/C(=C/c2ccsc2)C1=O	-8%[57.5 µM]	6%	67%[activator]	-8%	-10%	i	24	6%	4%
CCCc1cc(=O)[nH]c(SCC(=O)c2cc(C)n(C3CC3)c2C)n1	-3%	-1%	18%	3%	9%	i	41	2%	-3%
COc1cccc(NS(=O)(=O)c2ccc3c(c2)n(C)c(=O)c(=O)n3C)c1	i	2%	0%	3%	-14%	i	7	27%	-5%
CCOc1ccc(N(CC(=O)Nc2ccc(OC)cc2)C2=NC3CS(=O)(=O)CC3S2)cc1 (configuration not stated)	-3%	-3%	-13%	-5%	-1%	i	-8	-5%	-2%
COc1ccc(-n2ccnc2SCC(=O)Nc2nnc(C)s2)cc1	22%	.	-23%	-17%	-29%	.	.	-34%[inhibitor]	.
CC(C)(C)c1ccc(C(=O)NCc2ccco2)cc1	-3%	0%	-24%	4%	22%	i	2	-23%	3%
Cc1cc(C)n(CCNC(=O)CC2C(=O)NCCN2Cc2ccccc2C(F)(F)F)n1 (configuration not stated)	i	2%	-7%	7%	-26%	i	9	1%	2%
CC1(C)CCCN(C(=O)N2c3ccccc3Sc3ccccc32)C1	-23%	-12%	4.5µM*	12%	-16%	i	?	19%	6%
O=C(/C=C/c1ccc([N+](=O)[O-])cc1)OCC(=O)N1c2ccccc2Sc2ccccc21	-16%	-6%	?	-3%	-11%	i	-19	28%	5%
CC(=O)Nc1ccc(S(=O)(=O)NC(C)c2ccncc2)cc1 (configuration not stated)	-21%	3%	18%	3%	24%	i	24	.	17%
CCN(Cc1ccccc1)C(=O)Cn1c(=O)n(-c2cccc(C)c2)c(=O)c2c1c1cc(OC)ccc1n2C	i	.	9%	4%	11%	.	.	28%	.
Cc1nc(-c2ccccn2)sc1C(=O)O	i	2%	-15%[7.66 µM]	-5%	19%[9.22 µM]	i	1	1%	0%
Cn1c([N+](=O)[O-])cnc1COC(N)=O	-2%	-2%	-3%	-16%	29%	i	1	-32%	27%&-4%
C=CCNC(=O)c1sccc1Oc1ccc(F)cc1[N+](=O)[O-]	i	0%	11%	-8%	14%	i	9	3%	5%

# Entries of single compounds as entered above:
# Profile of CC1(C)CCCN(C(=O)N2c3ccccc3Sc3ccccc32)C1 : PTHR1 agonist = -23%; aSyn yeast inh = -12%; GLP-1R inv ag = 4.5µM*; Abeta rescue = 12%; TDP43 rescue = -16%; pAkt inh = i; DRD3 antagonist = ?; FUS yeast rescue = 19%; GLP-1R agonist = 6%
# Profile of C=CCN1C(=O)S/C(=C/c2ccsc2)C1=O : PTHR1 agonist = -8%[57.5 µM]; aSyn yeast inh = 6%; GLP-1R inv ag = 67%[activator]; Abeta rescue = -8%; TDP43 rescue = -10%; pAkt inh = i; DRD3 antagonist = 24; FUS yeast rescue = 6%; GLP-1R agonist = 4%

# Additional results follow:
molecule	PTHR1 agonist	aSyn yeast inh	GLP-1R inv ag	Abeta rescue	TDP43 rescue	pAkt inh	DRD3 antagonist	FUS yeast rescue	GLP-1R agonist
O=C(c1ccc(C(F)(F)F)cc1)C1CCCN(C(=O)c2csnn2)C1 (configuration not stated)	-82%	-5%	5%	-44%[inhibitor]	6%	i	9	1%	7%
O=C(Nc1cccc(Cl)c1)N1CCc2ccccc2C1	-7%	-27%	?	-8%	6%	i	2	2%	11%
CC(=O)c1ccc(N2CCN(C(=O)c3ccc(Cl)c(NC4=NC5CS(=O)(=O)CC5S4)c3)CC2)cc1 (configuration not stated)	i	-7%	15%	-3%	-11%	i	-1	7%	-3%
CC(C)c1ccc(NC(=O)C2C3C=CC(CC3)C2C(=O)O)cc1 (configuration not stated)	-1%	3%	?	19%	13µM*	i	-13	0%	-4%
CN(C)c1ccc(S(=O)(=O)NCC(=O)NCCOc2ccccc2F)cc1[N+](=O)[O-]	-8%	-5%	-4%	-14%	1%	i	?	18%	0%
Cc1ccc(NS(=O)(=O)c2cc(C(=O)Nc3cccnc3)ccc2C)cc1	-2%	5%	7%	4%	18%	i	-2	.	12%
CCC[N+](C)(C)C(C)C(OC(C)=O)c1ccccc1 (configuration not stated)	?	-1%	14%	-7%	-5%[1.82 µM]	i	0	15%	14%
COc1ccc(C(=O)C(=NN)c2ccccc2)cc1	i	1%	-4%	-2%	13%	i	-9	-5%	3%
O=C(O)/C=C/c1ccc(S(=O)(=O)N2CCN(CCN3C(=O)C4C5C=CC(C5)C4C3=O)CC2)cc1 (configuration not stated)	i	-5%	17%	-3%	-1%	i	-5	-18%	11%
Cc1ccc(S(=O)(=O)N2CCC(C(=O)OCC(=O)N(Cc3ccccc3)C(C)(C)C)CC2)cc1C	-73%[inhibitor]	13%	?	5%	-16%	i	-18	37%	-16%
CC1CC(C)CN(C(=O)Cn2nnc(-c3ccc(Br)cc3)n2)C1 (configuration not stated)	i	3%	11%	-10%	20%	i	-6	-16%	3%
COc1ccc(C(=O)NCC(=O)OCC(=O)c2ccc(Cl)cc2)cc1OC	-22%	10%	8%	-11%	17%	i	-10	-8%	-4%
CC1(C)NC(=O)N(CCCCOc2ccc(Br)cc2Cl)C1=O	-30%	19%	-25%	-15%	13µM*	i	5	34%	?
O=C(NN=C1CCCCC1)c1ccccc1OCc1ccc(F)cc1	i	-1%	-11%	6%	6%	i	-1	-5%	11%

# Five records drawn at random from the list so far, as already listed:
molecule	PTHR1 agonist	aSyn yeast inh	GLP-1R inv ag	Abeta rescue	TDP43 rescue	pAkt inh	DRD3 antagonist	FUS yeast rescue	GLP-1R agonist
CC1(C)NC(=O)N(CCCCOc2ccc(Br)cc2Cl)C1=O	-30%	19%	-25%	-15%	13µM*	i	5	34%	?
CN(C)c1ccc(S(=O)(=O)NCC(=O)NCCOc2ccccc2F)cc1[N+](=O)[O-]	-8%	-5%	-4%	-14%	1%	i	?	18%	0%
CCC[N+](C)(C)C(C)C(OC(C)=O)c1ccccc1 (configuration not stated)	?	-1%	14%	-7%	-5%[1.82 µM]	i	0	15%	14%
CC(=O)c1ccc(N2CCN(C(=O)c3ccc(Cl)c(NC4=NC5CS(=O)(=O)CC5S4)c3)CC2)cc1 (configuration not stated)	i	-7%	15%	-3%	-11%	i	-1	7%	-3%
O=C(O)/C=C/c1ccc(S(=O)(=O)N2CCN(CCN3C(=O)C4C5C=CC(C5)C4C3=O)CC2)cc1 (configuration not stated)	i	-5%	17%	-3%	-1%	i	-5	-18%	11%

# Source: PubChem BioAssay (National Center for Advancing Translational Sciences (NCATS))

# Only part of the results is shown; the hit share may differ from the screen's.
